Bcl-XL Bim block = inhibitors of Bim-Bcl-XL interaction, human; Bim peptide-Bcl-XL binding, bead flow cytometry, fluorescence; actives 0.04% (n = 190,000); Q07817; inhibition, % at 10 µM
RGS8-Gao reg = modulates binding of RGS8 to human Galphao; AID 1423; response (percent of control binding), % at 10 µM; actives 0.34% (n = 220,000); P09471; multiplexed bead flow cytometry; actives lie on both sides; in the data active = response below about 60% or above about 140%; inactive = in between;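 note: Galphao activated as the GDP aluminium fluoride complex binding bead-coupled RGS8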
Target sequence (P09471 whole entry, looked up): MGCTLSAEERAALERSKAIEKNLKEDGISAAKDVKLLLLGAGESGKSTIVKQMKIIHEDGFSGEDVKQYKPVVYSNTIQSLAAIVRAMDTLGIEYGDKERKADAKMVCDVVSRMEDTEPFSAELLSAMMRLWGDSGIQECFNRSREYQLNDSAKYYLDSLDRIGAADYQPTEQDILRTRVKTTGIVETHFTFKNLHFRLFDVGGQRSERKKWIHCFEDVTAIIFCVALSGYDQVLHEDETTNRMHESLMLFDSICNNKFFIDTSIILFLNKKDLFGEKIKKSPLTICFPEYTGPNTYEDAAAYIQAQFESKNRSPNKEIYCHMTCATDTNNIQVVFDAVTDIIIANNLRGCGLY
Mcl1-Bid inh = disrupts binding of human Mcl-1 to Bid peptide | AID 1021 | actives 0.97% (n = 220,000) | inhibition, % at 21.7 µM | Q07820 | TR-FRET Mcl-1/Bid-Dy647 peptide binding, 1536-well;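 active = compounds that cut the binding signal by more than half at the single screening dose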;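 note: His-tagged Mcl-1 with europium anti-His antibody binding Bid BH3 peptide; 0% = Mcl-1 plus peptide wells and 100% = peptide-only wells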
Target sequence (Q07820 whole entry, looked up): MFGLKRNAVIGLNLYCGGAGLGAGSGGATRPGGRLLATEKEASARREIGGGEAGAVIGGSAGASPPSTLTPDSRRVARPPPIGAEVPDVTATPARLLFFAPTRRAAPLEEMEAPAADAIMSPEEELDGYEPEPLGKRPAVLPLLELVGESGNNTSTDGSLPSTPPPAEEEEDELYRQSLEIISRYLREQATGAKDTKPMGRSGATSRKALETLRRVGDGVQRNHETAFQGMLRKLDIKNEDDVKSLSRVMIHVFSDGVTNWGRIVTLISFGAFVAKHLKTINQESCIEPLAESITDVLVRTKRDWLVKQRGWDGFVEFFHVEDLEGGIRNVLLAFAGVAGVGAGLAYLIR
RGS4-Gao reg = modulates binding of RGS4 to human Galphao | P09471 | Multiplexed bead flow cytometry; actives lie on both sides | binding response (% of control), % at 10 µM | actives 0.33% (n = 220,000) | AID 1415; in the data active = binding response below about 49% or above about 150%; inactive = in between;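 note: fluorescent Galphao activated with aluminum fluoride binding bead-coupled RGS4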
RGS7-Gao = modulates binding of RGS7 to human Galphao; P09471; Multiplexed bead flow cytometry; actives lie on both sides; binding response (% of control), % at 10 µM; actives 0.35% (n = 220,000); in the data active = binding response below about 49% or above about 150%; inconclusive = no clear call, values can overlap the other calls; inactive = in between;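 note: fluorescent Galphao held in activated GDP-AlF4 state binding bead-coupled RGS7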
Bfl-1 Bim block = disrupts Bim binding to human Bfl-1 | Q16548 | Bead-based flow cytometry, Bim-Bfl-1 binding inhibition | inhibition, % at 10 µM | actives 0.12% (n = 190,000) | AID 1008;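 note: 0% = wells without compound plus tracer and 100% = blocker peptide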
Mcl1-Noxa inh = Mcl-1/Noxa interaction inhibition; Q07820; actives 1.5% (n = 220,000); TR-FRET Mcl-1/Noxa peptide binding, 2 h; inhibition, % at 21.7 µM;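 active = compounds that cut the protein-peptide binding signal by more than 50% relative to plate controls in a single-dose test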;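 note: His-tagged Mcl-1 with rhodamine Noxa BH3 peptide and terbium anti-His antibody; 0% = Mcl-1 plus Noxa peptide wells and 100% = peptide-only wells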
Bcl-2 Bim block = inhibitors of Bim-Bcl-2 interaction, human; P10415; Bead-based flow cytometry, Bim peptide-Bcl-2 binding; inhibition, % at 10 µM; actives 0.06% (n = 190,000); AID 950; in the data active = inhibition above about 40%; inconclusive = no clear call, values can overlap the other calls;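 note: 0% = no compound wells with probe peptide and 100% = reference peptide inhibitor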
Bcl-B Bim block = disrupts Bim peptide binding to human Bcl-B; Q9HD36; bead-based flow cytometry; inhibition, % at 10 µM; actives 0.073% (n = 190,000); AID 951;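 note: 0% = tracer peptide without compound and 100% = reference inhibitor peptide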
Bcl-W Bim block = inhibitors of Bim-Bcl-W interaction, human; Q92843; inhibition, % at 10 µM; bead-based flow cytometry, Bim peptide-Bcl-W binding; actives 0.02% (n = 190,000); AID 952;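 note: 0% = bound tracer without compound and 100% = peptide blocker; higher means less fluorescent Bim peptide bound to Bcl-W beads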
Bim-Mcl-1 = human Bim-Mcl-1 interaction inhibition | actives 0.1% (n = 190,000) | inhibition, % at 10 µM | AID 1009 | Bead-based flow cytometry, Bim peptide-Mcl-1 binding;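 note: 0% = no compound tracer wells and 100% = peptide blocker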
* marks the source's active call; other numbers are inactive results; ? = inconclusive; . = not tested or not shown. Cut-off read from the data, not from the text of the source, unless noted: active = inhibition above about 40%. Some of the compounds tested (hit frequency here may not be typical).

1) COc1ccc(C(=O)C2CN(C)CC2c2ccc(Cl)cc2)cc1 (stereo not given)
2) CNC(=O)Oc1cccc(-c2cn3cc(Cl)ccc3n2)c1
3) CCOC(=O)C(O)(c1ccc(NC(=O)c2ccco2)c(OC)c1)C(F)(F)F (stereo not given)
4) COc1ccc(CNCC(=O)N2CCC3(CC2)OCCO3)cc1
5) COc1ccc(-n2c(O)c(/C=C/C=Nc3ccccc3)c(=O)[nH]c2=O)cc1
6) CC(=O)Nc1ccccc1OC(=O)N(C)C
7) O=C1C(=O)c2cccc3cccc1c23
8) COc1cccc(-n2c(C)nc3ccccc3c2=O)c1
assay / entry | 1 | 2 | 3 | 4 | 5 | 6 | 7 | 8
Bcl-XL Bim block | -3.0 | -6.0 | -2.0 | -11.0 | 0.0 | -1.0 | -6.0 | -1.0
RGS8-Gao reg | 99.9 | 99.2 | 89.5 | 100.0 | 77.6 | 100.1 | 106.6 | 98.0
Mcl1-Bid inh | -12.4 | -79.0 | -10.3 | 33.4 | -26.8 | -24.8 | -45.3 | -7.7
RGS4-Gao reg | 100.0 | 99.6 | 84.9 | 101.6 | 90.8 | 97.3 | 106.0 | 98.2
RGS7-Gao | 94.1 | 100.8 | 83.0 | 99.4 | 91.0 | 97.0 | 102.1 | 99.3
Bfl-1 Bim block | -2.0 | -3.0 | -9.0 | -27.0 | -7.0 | -9.0 | -3.0 | 0.0
Mcl1-Noxa inh | -4.7 | -7.6 | -6.8 | 24.5 | -11.2 | -18.3 | -8.2 | 7.9
Bcl-2 Bim block | -3.0 | -6.0 | -6.0 | -13.0 | 0.0 | -4.0 | 0.0 | -2.0
Bcl-B Bim block | -5.0 | -3.0 | -3.0 | -12.0 | 1.0 | -5.0 | -9.0 | 1.0
Bcl-W Bim block | 0.0 | -2.0 | 0.0 | -7.0 | 8.0 | 0.0 | -6.0 | -1.0
Bim-Mcl-1 | -1.0 | -3.0 | 0.0 | -5.0 | 1.0 | 0.0 | -2.0 | -2.0

9) CC(C)N1CCC2(CC1)NC(CO)(CO)CO2
10) CCOc1ccc(N=C2SCCCN2C)cc1
11) CCn1c(O)c(C=NCCN2CCOCC2)c(=O)n(CC)c1=S
12) COc1ccc2c(c1)NP(=S)(Oc1ccccc1)N2 (stereo not given)
13) CN1C(=O)/C(=C\c2ccc(N3CCCCC3)o2)C(=O)NC1=S
14) Cc1cccc(CNCCc2ccccc2)n1
15) FC(F)(F)/C(=N\P(=S)(N1CCOCC1)N1CCOCC1)N1CCOCC1
16) Cc1ccc(O)c(C(=O)c2cc(C(=O)NCc3ccccc3)c(=O)n(Cc3ccccc3)c2)c1
assay / entry | 9 | 10 | 11 | 12 | 13 | 14 | 15 | 16
Bcl-XL Bim block | -3.0 | -3.0 | . | . | -2.0 | -8.0 | -12.0 | -7.0
RGS8-Gao reg | 114.7 | 104.1 | 100.0 | 102.8 | 107.3 | 82.4 | 93.7 | 90.8
Mcl1-Bid inh | -7.3 | 26.4 | -8.6 | -51.3 | 2.9 | 1.0 | -12.4 | -53.1
RGS4-Gao reg | 102.4 | 102.6 | 100.5 | 108.1 | 108.2 | 89.5 | 92.7 | 100.7
RGS7-Gao | 100.2 | 103.3 | ? | ? | 108.1 | 93.4 | 96.2 | 94.6
Bfl-1 Bim block | 3.0 | 0.0 | . | . | -1.0 | -1.0 | -3.0 | -2.0
Mcl1-Noxa inh | 12.1 | 19.7 | -3.2 | 52.5* | -11.1 | 27.2 | 2.8 | -2.2
Bcl-2 Bim block | 3.0 | 0.0 | . | . | -5.0 | 1.0 | -9.0 | -5.0
Bcl-B Bim block | 0.0 | -6.0 | . | . | 3.0 | -8.0 | -13.0 | -7.0
Bcl-W Bim block | -3.0 | 1.0 | . | . | -5.0 | -3.0 | 0.0 | -3.0
Bim-Mcl-1 | -3.0 | -1.0 | . | . | 0.0 | -2.0 | -1.0 | -3.0

Another view of four compounds above.
No. | canonical_smiles | Bcl-XL Bim block | RGS8-Gao reg | Mcl1-Bid inh | RGS4-Gao reg | RGS7-Gao | Bfl-1 Bim block | Mcl1-Noxa inh | Bcl-2 Bim block | Bcl-B Bim block | Bcl-W Bim block | Bim-Mcl-1
16 | Cc1ccc(O)c(C(=O)c2cc(C(=O)NCc3ccccc3)c(=O)n(Cc3ccccc3)c2)c1 | -7.0 | 90.8 | -53.1 | 100.7 | 94.6 | -2.0 | -2.2 | -5.0 | -7.0 | -3.0 | -3.0
11 | CCn1c(O)c(C=NCCN2CCOCC2)c(=O)n(CC)c1=S | . | 100.0 | -8.6 | 100.5 | ? | . | -3.2 | . | . | . | .
10 | CCOc1ccc(N=C2SCCCN2C)cc1 | -3.0 | 104.1 | 26.4 | 102.6 | 103.3 | 0.0 | 19.7 | 0.0 | -6.0 | 1.0 | -1.0
14 | Cc1cccc(CNCCc2ccccc2)n1 | -8.0 | 82.4 | 1.0 | 89.5 | 93.4 | -1.0 | 27.2 | 1.0 | -8.0 | -3.0 | -2.0

Carrying on:
17) O=C1/C(=C\c2cc3c(cc2Br)OCO3)N2CCC1CC2
18) CC1CN=C(NCCc2ccccc2)S1 (stereo not given)
19) CCCCn1c(O)c(C(CC)=NCCN2CCOCC2)c(=O)[nH]c1=O
20) O=[N+]([O-])c1ccc(-c2ccccc2)c([As](=O)(O)O)c1
21) O=C(CN1CCN(Cc2ccc(Cl)cc2)C1=O)N1CCC2(CC1)OCCO2
22) O=C(CCS(=O)(=O)c1ccc(Br)cc1)N1CCC2(CC1)OCCO2
23) CC(=NCCN1CCCCC1)c1c(O)n(-c2ccccc2)c(=O)[nH]c1=O
24) C=CCn1c(O)c(C(CC)=Nc2ccc(N(C)C)cc2)c(=O)[nH]c1=O
25) O=C(c1cc(F)ccc1F)C1CCCN(Cc2cccc(Cl)c2)C1 (stereo not given)
assay / entry | 17 | 18 | 19 | 20 | 21 | 22 | 23 | 24 | 25
Bcl-XL Bim block | -1.0 | 0.0 | -2.0 | . | 3.0 | -2.0 | . | . | -1.0
RGS8-Gao reg | 98.1 | 98.8 | 103.2 | 100.6 | 83.5 | 105.1 | 102.4 | 96.4 | 98.9
Mcl1-Bid inh | -28.3 | -6.1 | 2.4 | -4.7 | -29.9 | -17.4 | -35.3 | 34.9 | -23.3
RGS4-Gao reg | 98.9 | 101.7 | 100.9 | 92.9 | 85.5 | 101.6 | 95.7 | 90.7 | 95.7
RGS7-Gao | 101.3 | 100.3 | 101.2 | ? | 89.6 | 102.0 | ? | ? | 93.7
Bfl-1 Bim block | -1.0 | -1.0 | -8.0 | . | -2.0 | -16.0 | . | . | -2.0
Mcl1-Noxa inh | 5.1 | 12.7 | 2.8 | 3.3 | -8.3 | 9.1 | -5.4 | -6.1 | 13.7
Bcl-2 Bim block | 2.0 | 0.0 | -4.0 | . | -3.0 | -8.0 | . | . | 0.0
Bcl-B Bim block | 0.0 | -2.0 | -6.0 | . | -3.0 | -5.0 | . | . | 0.0
Bcl-W Bim block | 0.0 | 1.0 | 4.0 | . | -2.0 | 4.0 | . | . | -1.0
Bim-Mcl-1 | -2.0 | -2.0 | -2.0 | . | -4.0 | 3.0 | . | . | -3.0

Compound profiles, as listed above. Values in the order: Bcl-XL Bim block | RGS8-Gao reg | Mcl1-Bid inh | RGS4-Gao reg | RGS7-Gao | Bfl-1 Bim block | Mcl1-Noxa inh | Bcl-2 Bim block | Bcl-B Bim block | Bcl-W Bim block | Bim-Mcl-1
CCCCn1c(O)c(C(CC)=NCCN2CCOCC2)c(=O)[nH]c1=O is entered as -2.0 | 103.2 | 2.4 | 100.9 | 101.2 | -8.0 | 2.8 | -4.0 | -6.0 | 4.0 | -2.0
O=C(CN1CCN(Cc2ccc(Cl)cc2)C1=O)N1CCC2(CC1)OCCO2 is entered as 3.0 | 83.5 | -29.9 | 85.5 | 89.6 | -2.0 | -8.3 | -3.0 | -3.0 | -2.0 | -4.0
C=CCn1c(O)c(C(CC)=Nc2ccc(N(C)C)cc2)c(=O)[nH]c1=O is entered as . | 96.4 | 34.9 | 90.7 | ? | . | -6.1 | . | . | . | .

Down the list, from the results shown.
Entries 17–25 in Bim-Mcl-1: -2.0, -2.0, -2.0, ., -4.0, 3.0, ., ., -3.0
Entries 17–25 in Mcl1-Bid inh: -28.3, -6.1, 2.4, -4.7, -29.9, -17.4, -35.3, 34.9, -23.3
Entries 17–25 in Bcl-B Bim block: 0.0, -2.0, -6.0, ., -3.0, -5.0, ., ., 0.0

Compound activity (PubChem)
